hIAP act – increases human intestinal alkaline phosphatase activity | purified human IAP, CDP-Star luminescence, 30 min; stronger effect = higher value; 1 = vehicle-only enzyme, 0 = enzyme-free background | 330,000 compounds, 0.16% hits | P09923 | activation factor at 10 µM | AID 2524;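 active means activation factor of the enzyme at least 2-fold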; further: the source names both 10 and 20 µM as test concentration; values of inactives mirror those of a sister screen read the other way
Target sequence (P09923 whole entry, looked up): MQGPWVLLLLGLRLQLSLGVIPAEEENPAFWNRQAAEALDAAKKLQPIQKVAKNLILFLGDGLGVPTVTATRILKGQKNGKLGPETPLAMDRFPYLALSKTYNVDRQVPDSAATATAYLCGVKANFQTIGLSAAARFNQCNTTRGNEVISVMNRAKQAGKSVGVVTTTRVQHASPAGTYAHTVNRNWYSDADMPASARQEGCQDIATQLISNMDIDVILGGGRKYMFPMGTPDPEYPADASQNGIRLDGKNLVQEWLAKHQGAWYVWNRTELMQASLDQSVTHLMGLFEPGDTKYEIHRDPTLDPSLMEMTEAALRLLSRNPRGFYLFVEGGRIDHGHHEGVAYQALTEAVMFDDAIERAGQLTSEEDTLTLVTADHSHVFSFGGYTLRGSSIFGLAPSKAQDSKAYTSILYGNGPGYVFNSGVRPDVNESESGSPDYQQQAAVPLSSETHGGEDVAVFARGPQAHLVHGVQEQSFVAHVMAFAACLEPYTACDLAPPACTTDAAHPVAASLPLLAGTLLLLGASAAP
PfGluPho inh – PfG6PD (Plasmodium falciparum) enzyme inhibition; PfGluPho enzyme, NADPH resazurin-diaphorase fluorescence; inhibition, % at 20 µM; 350,000 compounds, 0.78% hits; AID 504690;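 active means inhibition reaching at least a set limit at 20 µM in the primary screen, cut at about 59% in these data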;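 further: 0% = DMSO wells with substrate and 100% = DMSO wells lacking glucose-6-phosphate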
SENP6 inh – blocks the human protease SENP6 | 330,000 compounds, 1.8% hits | Recombinant SENP6 catalytic domain, aminoluciferin luminescence | inhibition, % at 10 µM | Q9GZR1;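 active means inhibition above about 50% at the single tested dose, limit read from the data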;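 further: plate controls were DMSO wells with enzyme for no effect and DMSO wells lacking enzyme for full effect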
GRIN3A LBD mod – NR3A (human) ligand-binding domain modulation. NR3A LBD differential scanning fluorimetry, Tm shift; 0% = protein alone, 100% = glycine-bound protein. Tm shift relative to glycine control, % at 25 µM. 340,000 compounds, 2.5% hits. AID 1259313;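 active means melting temperature shift of at least 10% of the positive control shift, at one fixed dose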
SENP1 FRET inh – SENP1 (human) catalytic domain inhibition; Q9P0U3; recombinant SENP1 catalytic domain, CyPet-SUMO1-YPet FRET cleavage; inhibition, % at 10 µM; 360,000 compounds, 0.21% hits; AID 624204;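 active means inhibition at least 30% at 10 µM, raw YFP signal under a set limit, fluorescence ratio 0.5 to 1.5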;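 further: 0% = enzyme with DMSO and 100% = no enzyme wells; some results filed as inactive read as strong as hits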
Target sequence (Q9P0U3 419-644 limits assumed): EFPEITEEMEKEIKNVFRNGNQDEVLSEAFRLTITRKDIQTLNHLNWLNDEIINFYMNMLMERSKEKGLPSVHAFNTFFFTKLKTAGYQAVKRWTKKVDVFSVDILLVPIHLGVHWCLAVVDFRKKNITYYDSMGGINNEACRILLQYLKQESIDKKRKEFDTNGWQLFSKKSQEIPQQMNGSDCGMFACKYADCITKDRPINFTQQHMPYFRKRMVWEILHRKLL
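Material – human SENP1 catalytic domain · Input – SENP1 enzyme, 20 pM final · Compound dosing – single concentration of 10 µM compound, 0.5% DMSO final · Timing – enzyme reaction for 50 min at room temperature, dark · Measured by – FRET fluorescence in CFP and YFP emission channels · Control set – no-enzyme wells low, DMSO-plus-enzyme wells high control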
MPTP inh – inhibitors of mitochondrial permeability transition pore. isolated mouse mitochondria, Ca2+ swelling absorbance, 30 min. inhibition, % at 10 µM. 360,000 compounds, 1.4% hits;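 active means inhibition of 50% or more, scaled per plate between neutral and stimulator controls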;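 further: 0% = DMSO wells given calcium and 100% = 1 mM EGTA wells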
ATG4B inh – ATG4B (human) cysteine protease inhibition | Q9Y4P1 | ATG4B cleavage of LC3-PLA2, NBD-HPC fluorescence, 1 h | inhibition, % at 8.33 µM | 340,000 compounds, 0.51% hits | AID 504462; in the data active means inhibition above about 40%
SENP8 inh – inhibitors of human SENP8 protease; Q96LD8; recombinant SENP8, Nedd8 substrate fluorescence; inhibition, % at 20 µM; 360,000 compounds, 0.64% hits; in the data active means inhibition mostly above about 40%, no sharp cut-off; inactive means mostly below about 27%
Target sequence (Q96LD8 whole entry, looked up): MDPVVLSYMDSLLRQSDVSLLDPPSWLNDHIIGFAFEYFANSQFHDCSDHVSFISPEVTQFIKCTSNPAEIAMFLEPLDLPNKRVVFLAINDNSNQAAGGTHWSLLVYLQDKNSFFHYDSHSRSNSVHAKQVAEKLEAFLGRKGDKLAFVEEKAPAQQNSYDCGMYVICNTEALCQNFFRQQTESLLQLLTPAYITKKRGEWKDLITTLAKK
Numbers without * were called inactive; i = inactive; . = not tested or not shown.

SMILES | hIAP act | PfGluPho inh | SENP6 inh | GRIN3A LBD mod | SENP1 FRET inh | MPTP inh | ATG4B inh | SENP8 inh
COc1ccc(Nc2nc(Nc3ccc(OC)cc3OC)nc(N3CCN(C)CC3)n2)c(OC)c1 | 0.95 | 14 | -29 | -2 | 0 | 42 | -18 | 4
COc1ccccc1S(=O)(=O)N1CCNC(=O)C1 | 1.1 | -14 | -22 | 0 | 2 | -1.3 | -8 | 1
O=C(Cn1nc(C(F)(F)F)c2c1CCCCC2)N1CCOCC1 | 0.99 | 1 | -14 | 0 | 3 | -0.8 | -5 | 26
CCOP(=O)(c1ccccc1)C(O)c1ccc(Br)cc1 (stereo not given) | 1.1 | -12 | -12 | -3 | 1 | 0.0 | -8 | -8
CCCCN(C)CCCNC(=O)c1cn(C)c2ccc(S(=O)(=O)N(C)C3CCCCC3)cc2c1=O | 1 | -13 | 4 | 5 | 1 | -0.5 | 0 | 16
CCCCNCCOCCSc1ccc(Cl)cc1 | 0.98 | 0 | -3 | 1 | 0 | 1.8 | 8 | 17
CCOC(=O)c1sc(Nc2nc3c(OC)cccc3s2)cc1C | 1 | 56 | 21 | 22* | -27 | 46 | -18 | -366
Cc1ccccc1OCc1n[nH]c(=S)n1-c1cccc(Cl)c1 | 1.2 | 20 | 10 | 6 | 0 | 0.3 | 12 | 11
CC(C)(C)N1C(=O)[C@H]2[C@@H](c3ccc(Br)cc3)N3C(=O)N(c4cccc(F)c4)C(=O)[C@@]3(Cc3ccccc3)[C@H]2C1=O | 0.82 | 6 | -4 | -4 | 2 | 4.2 | -3 | 5
CCCCN(C)CCNC(=O)c1cc2c(-c3ccccc3F)nn(C)c2s1 | 0.95 | 6 | -10 | -2 | 1 | -0.8 | -2 | -110
O=S(=O)(Nc1cccc(S(=O)(=O)N2CCCC2)c1)c1ccc(Cl)s1 | 0.94 | -11 | 2 | 0 | 0 | 0.7 | -7 | 8
CC1=CC(C)(C)N=C(Nc2nc(C)c3cc(C)cc(C)c3n2)N1 | 1.1 | -8 | -17 | -8 | -6 | 95* | 6 | 2
O=C(NNC1=NCCC1)C1CC1 | 0.82 | 3 | -9 | -2 | 4 | -2.1 | -10 | 11
CCOC(=O)C1=C(COC(=O)Cc2ccc(OC)c(OC)c2)NC(=O)NC1C (stereo not given) | 0.96 | -9 | -11 | -4 | -1 | -0.4 | -6 | 12
O=C(O)[C@@H](O)c1ccccc1 | 0.96 | -2 | -8 | 1 | 1 | 0.8 | -9 | 5

Reprinted at random: 5 entries already listed
SMILES | hIAP act | PfGluPho inh | SENP6 inh | GRIN3A LBD mod | SENP1 FRET inh | MPTP inh | ATG4B inh | SENP8 inh
O=C(Cn1nc(C(F)(F)F)c2c1CCCCC2)N1CCOCC1 | 0.99 | 1 | -14 | 0 | 3 | -0.8 | -5 | 26
O=C(O)[C@@H](O)c1ccccc1 | 0.96 | -2 | -8 | 1 | 1 | 0.8 | -9 | 5
CCOC(=O)c1sc(Nc2nc3c(OC)cccc3s2)cc1C | 1 | 56 | 21 | 22* | -27 | 46 | -18 | -366
CCOP(=O)(c1ccccc1)C(O)c1ccc(Br)cc1 (stereo not given) | 1.1 | -12 | -12 | -3 | 1 | 0.0 | -8 | -8
COc1ccc(Nc2nc(Nc3ccc(OC)cc3OC)nc(N3CCN(C)CC3)n2)c(OC)c1 | 0.95 | 14 | -29 | -2 | 0 | 42 | -18 | 4

Carrying on:
SMILES | hIAP act | PfGluPho inh | SENP6 inh | GRIN3A LBD mod | SENP1 FRET inh | MPTP inh | ATG4B inh | SENP8 inh
Cn1nc(C(F)(F)F)c2cc(C(=O)O)sc21 | 0.93 | -12 | 11 | 2 | 0 | -0.4 | 2 | 15
Cc1cc(Nc2ccc(F)c(Cl)c2)n2nc(C)nc2n1 | 1 | -10 | -5 | -3 | 0 | -0.6 | 13 | 10
OCCCNc1ncnc2c1[nH]c1ccccc12 | 1.2 | 13 | -6 | -2 | -1 | 3.0 | -3 | -236
c1ccc(CSc2ccc(-c3cccnc3)nn2)nc1 | 1 | 7 | 3 | 1 | 1 | 0.7 | 5 | 26
CC(=O)COc1cc2c(-c3cc4ccccc4o3)cc(=O)oc2cc1C | 0.87 | -11 | -1 | -4 | -13 | -0.2 | 3 | -309
COc1cc(OC)cc(-c2c(-c3ccc(C(C)=O)cc3)c3cc(-c4cccc5[nH]ccc45)ccc3n2C)c1 | 0.98 | -13 | -7 | 2 | -8 | -0.4 | -3 | i
COC(CNC(=O)c1ccc(CS(=O)(=O)c2ccc(Br)cc2)o1)OC | 0.94 | -8 | 0 | 6 | -1 | 3.7 | 1 | 10
COc1cc(C2=NOC(C(=O)Nc3c(C)n(C)n(-c4ccccc4)c3=O)C2)cc(OC)c1OC (stereo not given) | 0.9 | -4 | 1 | -1 | 3 | 1.6 | -2 | 16
COc1ccc(N2CCN(C(=O)CN(C)S(=O)(=O)c3cc(C)ccc3OC)CC2)cc1 | 0.89 | 1 | 4 | 0 | -1 | 0.6 | -3 | 6
Cc1ccc2c(c1)N(CC(=O)OC(CC(C)C)C(=O)NC1CCCC1)C(=O)CO2 (stereo not given) | 1 | 10 | -4 | 0 | 4 | 0.9 | 11 | 17
Cc1ccc(C(=O)NC(NC(=O)c2ccc(C)cc2)c2cccc([N+](=O)[O-])c2)cc1 | 1.1 | 3 | -4 | -1 | 2 | 49 | 0 | 20
COc1ccc(C(=O)N2N=C(c3cccc(NS(C)(=O)=O)c3)CC2c2cccs2)cc1 (stereo not given) | 1 | -23 | -38 | -8 | 0 | 0.9 | -12 | 8
Nc1nc2n(n1)C(c1ccco1)CC(c1ccc(F)cc1)N2 (stereo not given) | 0.85 | 4 | 6 | -2 | 0 | -2.6 | -1 | -70
O=[N+]([O-])c1ccccc1OCCOc1ccccc1[N+](=O)[O-] | 1.1 | -2 | -23 | 1 | -3 | 4.1 | -3 | 12
Cc1nnc(NC(=O)c2ccccc2F)s1 | 1.1 | -9 | -3 | -5 | 2 | -0.8 | -7 | 14
CC(NCCN(C)C)C1CCC2C3CCc4cc(O)ccc4C3CCC12C (stereo not given) | . | 2 | . | -2 | -1 | 1.4 | -4 | 14
O=C(Nc1ccc(F)cc1)c1cccnc1N1CCOCC1 | 1.1 | -1 | -12 | 1 | 2 | -1.8 | 11 | 20
CCCNC(=O)Nc1ccsc1C(=O)OC | 0.99 | -1 | -9 | 1 | 1 | 0.7 | -9 | 15
CC1CCN(c2c(NCc3ccc(C(=O)N4CCN(C5CCCCC5)CC4)cc3)c(=O)c2=O)CC1 | 0.94 | -2 | 0 | -1 | 0 | -0.6 | -13 | 14
COc1cc(N)ccc1C(=O)O | 0.87 | 1 | -3 | 0 | -1 | -3.1 | -11 | 2
Cc1cc(C)cc(NC(=S)N2CCC(c3nc4ccccc4s3)CC2)c1 | 1 | 11 | -13 | . | 7 | 2.8 | -3 | 6
COc1cc(NC(=O)c2ccc(C(=O)c3ccccc3)cc2)cc(OC)c1OC | 1.1 | 13 | -7 | 5 | -1 | -1.3 | -8 | 1
Cc1sc2ncnc(NCC(O)c3ccc([N+](=O)[O-])cc3)c2c1C (stereo not given) | 0.96 | 9 | -7 | -4 | 1 | 92* | 1 | 18
Cc1cccc(NC(=O)Cn2cc(C=O)c3ccccc32)c1 | 0.94 | -6 | -3 | 0 | 3 | 0.3 | -6 | 28
O=C(Nc1nc(-c2ccccn2)cs1)C12CC3CC(CC(O)(C3)C1)C2 | 1.4 | 40 | -7 | -2 | 2 | -0.5 | -6 | 9
O=C(O)c1cc2ncc(CCO)cn2n1 | 1 | -9 | -8 | 2 | 3 | 0.4 | -6 | -8
Cc1c(CNCCCc2ccccc2)c(C(=O)O)c(C)n1Cc1ccccc1 | 0.95 | -3 | -7 | -1 | 0 | -3.6 | 0 | 8
O=C(CCN1C(=O)CSC1=O)Nc1ccc(Br)cc1 | 0.93 | 3 | 8 | 0 | 1 | 0.6 | -3 | 2
COc1ccc(/C=C/C(=O)C2CC2)cc1COc1c(C)cccc1C | 0.81 | 10 | -41 | 2 | 0 | 0.0 | -7 | 5
O=C(N/N=C/c1ccccc1C(F)(F)F)c1ccc2nc[nH]c2c1 | 1.6 | 9 | -25 | 3 | 1 | 0.0 | -1 | -6
Cc1ccc(NC(=O)C2CCN(S(=O)(=O)c3ccccc3)CC2)cc1 | 1.1 | 8 | -23 | 2 | 1 | 0.0 | -9 | 17
c1cnc(Sc2ccc3nnnn3n2)nc1 | 1.1 | -12 | 16 | -1 | -1 | -1.9 | 6 | 16
CCc1nccn1CCC(=O)N1CCCC(N2CCN(c3ccccc3F)CC2)C1 (stereo not given) | 1.1 | -3 | -18 | 2 | 2 | -1.3 | 18 | 8
COC(C[C@H](O)CC(=O)[C@@H](C)OCc1ccccc1)OC | 0.97 | 6 | -1 | 0 | 2 | 1.3 | 1 | 13
COc1ccccc1CC(=O)N1CCOCC1 | 1 | 5 | 3 | 1 | 1 | 0.7 | -7 | 1
O=C(COC(=O)Cc1ccc(Br)cc1)NC12CC3CC(CC(C3)C1)C2 | 0.99 | 14 | 1 | -4 | 3 | -2.1 | 3 | 28
O=C(Nc1ccc2c(c1)OCO2)C(c1ccccc1)N1CCCCC1 (stereo not given) | 0.82 | 1 | 11 | -1 | 0 | 0.2 | -9 | 23
CCOC(=O)C1C(c2cccnc2)NC(=O)NC1(O)C(F)(F)F (stereo not given) | 1 | 2 | -10 | 0 | 3 | -0.8 | 0 | 9
CCOc1cc(C(=O)Nc2cc(F)ccc2C)ccc1OCC(=O)N1CCOCC1 | 0.89 | -2 | 2 | -3 | -2 | -0.1 | 3 | 13
Cc1ccc(C(=O)Nn2cnnc2)cc1S(=O)(=O)N1CCOCC1 | 0.94 | 0 | -8 | 0 | 1 | 0.1 | 8 | 28
COC(=O)c1ccc(/C=N/NC(=O)C2CC(=O)N(c3ccc(F)cc3)C2)cc1 (stereo not given) | 1.1 | 6 | -2 | 1 | 2 | -1.2 | -16 | 18
CCOc1ccc(S(=O)(=O)Nc2ncn[nH]2)cc1 | 0.89 | 3 | -2 | 2 | 3 | 1.2 | -10 | 2
COc1ccc(/C=C/C(=O)NC(=S)Nc2ccc(S(=O)(=O)Nc3nccnc3OC)cc2)cc1 | 1 | -18 | -6 | -2 | 0 | 8.0 | 19 | 12
Cc1ccccc1-n1c(SCC(=O)N(C)C2CCS(=O)(=O)C2)nc2ccccc2c1=O (stereo not given) | 1 | 14 | 37 | 0 | 2 | -1.4 | -4 | 15
Cn1c(CSCc2ccc(Cl)cc2)nnc1SCC(=O)Nc1nc2ccccc2s1 | 0.99 | -2 | -1 | -1 | 2 | 4.8 | -6 | 34

A few values from the results shown:
COc1ccccc1CC(=O)N1CCOCC1 @ SENP8 inh = 1
COc1ccc(/C=C/C(=O)NC(=S)Nc2ccc(S(=O)(=O)Nc3nccnc3OC)cc2)cc1 @ MPTP inh = 8.0

(cont.)
SMILES | hIAP act | PfGluPho inh | SENP6 inh | GRIN3A LBD mod | SENP1 FRET inh | MPTP inh | ATG4B inh | SENP8 inh
COCC(=O)Oc1c(S(=O)(=O)c2ccccc2)c(C)nn1C(C)(C)C | 0.99 | -15 | -14 | -1 | 1 | 0.2 | 5 | 18
O=C(COC(=O)/C=C/c1cccc(Cl)c1)Nc1c(F)cccc1F | 1.2 | -14 | -1 | -2 | 2 | 0.8 | 6 | 2
O=C(/C=C/Nc1cccc(C(F)(F)F)c1)c1ccc(Oc2ncccn2)cc1 | 0.93 | 28 | 24 | -6 | -27 | 1.4 | -3 | -306
COc1ccccc1NC(=S)NC(=O)C(C)(C)C | 0.91 | -13 | 7 | -1 | 1 | -1.2 | 8 | 9
O=C(N=Nc1c(O)[nH]c2ccccc12)c1ccccc1NS(=O)(=O)c1cccs1 | 0.87 | 62* | -20 | -1 | 1 | -0.2 | 6 | 26
COc1cc(OC)cc(-c2nnc(SCc3cccc(C(=O)O)c3)o2)c1 | 0.99 | -17 | 2 | 0 | 0 | -2.5 | 8 | 6
COc1ccc(CN2CCNC(=O)C2CC(=O)N(Cc2nccn2C)C(C)C)c(OC)c1 (stereo not given) | 0.87 | 5 | -5 | -2 | -1 | 1.7 | 16 | 8

From PubChem BioAssay
